Screening data as filed in PubChem BioAssay.
EBI2 block: blocks human EBI2 receptor beta-arrestin signaling. inhibition, % at 5 µM. P32249. EBI2 beta-arrestin recruitment, luminescence, 7a,25-OHC stimulated. AID 651636. actives 0.81% (n = 360,000); in the data active = inhibition above about 38%;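 note: enzyme fragment complementation signal reports receptor beta-arrestin coupling in cells; 0% = agonist plus DMSO wells and 100% = wells without agonist; some results beyond the cut were filed as inactive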
UBC13 inh: human UBC13 polyubiquitination inhibition | actives 0.47% (n = 330,000) | UBC13 polyubiquitin chain formation, TR-FRET | inhibition, % at 20 µM; in the data active = inhibition above about 45%, passing the limit was not always enough
Target sequence (P61088 whole entry, looked up): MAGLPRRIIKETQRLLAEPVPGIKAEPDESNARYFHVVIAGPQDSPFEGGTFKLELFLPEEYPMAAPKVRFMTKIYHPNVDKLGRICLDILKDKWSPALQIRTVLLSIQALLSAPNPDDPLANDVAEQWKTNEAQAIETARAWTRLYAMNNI
Jurkat NFkB inh: lowers PMA/ionomycin-induced NF-kB signal in Jurkat cells; PMA/ionomycin-induced NF-kB luciferase reporter, luminescence; inhibition, % at 4 µM; actives 0.53% (n = 330,000)
697 NFkB inh: lowers PMA/ionomycin-induced NF-kB signal in 697 B cells; 697 B-cell NF-kB luciferase reporter, 16 h; inhibition, % at 4 µM; actives 0.33% (n = 330,000); AID 435022; in the data active = inhibition above about 35%
CCR6 antagonist: antagonists of human CCR6 receptor; P51684; CHO-K1 CCR6 PathHunter beta-arrestin, luminescence, CCL20-stimulated; inhibition, % at 20 µM; actives 0.49% (n = 340,000); AID 493098;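 active = compounds whose inhibition of the agonist-driven luminescence signal at 20 µM reaches about 50%, limit read from the data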;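 note: cells stimulated with CCL20 at 14 nM final; plate controls were DMSO with CCL20 for no effect and DMSO without agonist for full effect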
Target sequence (P51684 whole entry, looked up): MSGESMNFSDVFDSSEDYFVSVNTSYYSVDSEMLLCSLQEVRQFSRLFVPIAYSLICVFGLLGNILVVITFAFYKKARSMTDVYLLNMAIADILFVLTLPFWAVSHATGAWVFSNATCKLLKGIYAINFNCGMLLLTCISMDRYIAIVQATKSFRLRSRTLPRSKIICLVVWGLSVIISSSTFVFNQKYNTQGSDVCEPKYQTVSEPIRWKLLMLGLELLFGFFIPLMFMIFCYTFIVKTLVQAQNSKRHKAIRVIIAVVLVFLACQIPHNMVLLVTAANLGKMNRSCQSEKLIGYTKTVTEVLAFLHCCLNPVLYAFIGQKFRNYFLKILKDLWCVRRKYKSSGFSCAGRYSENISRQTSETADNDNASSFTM
Gli-Sufu antag: blocks Gli-Sufu signaling in a luciferase reporter; Sufu-KO-LIGHT fibroblasts, Gli luciferase reporter luminescence; inhibition, % at 5 µM; actives 0.74% (n = 340,000);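 active = inhibition above about 55%, limit read from the data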;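 note: 0% = DMSO-treated cells and 100% = wells with medium but no cells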
SENP8 block: SENP8 protease inhibition | Q96LD8 | purified SENP8, Z-RLRGG-aminoluciferin cleavage, luminescence | inhibition, % at 10 µM | actives 1.2% (n = 330,000) | AID 2540
Target sequence (Q96LD8 whole entry, looked up): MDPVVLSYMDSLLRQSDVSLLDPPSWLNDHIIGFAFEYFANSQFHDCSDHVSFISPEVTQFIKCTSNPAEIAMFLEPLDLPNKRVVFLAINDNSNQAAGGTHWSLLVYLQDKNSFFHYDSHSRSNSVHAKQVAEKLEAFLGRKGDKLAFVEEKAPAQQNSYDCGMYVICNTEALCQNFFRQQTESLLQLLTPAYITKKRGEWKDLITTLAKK
Apaf1 inhib: inhibitors of human Apaf-1 apoptosome; O14727; AID 489030; reconstituted apoptosome caspase-3 activity, DEVD-Rh110 fluorescence; inhibition, % at 20 µM; actives 0.71% (n = 330,000); active = inhibition of at least 40% at 20 µM;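 note: plate controls were DMSO wells for no effect and DEVD-CHO caspase inhibitor wells for full effect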
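detection = Rh110 fluorescence intensity | test system = biochemical Apaf-1 apoptosome reconstitution | also added = cytochrome c and DEVD-Rh110 substrate | schedule = 30 min plus 50 min, RT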
Active calls of the source: *; x = no result given. Cut-off read from the data, not from the text of the source, unless noted: active = inhibition above about 50%; inactive = the rest.

Key to letters – A = EBI2 block; B = UBC13 inh; C = Jurkat NFkB inh; D = 697 NFkB inh; E = CCR6 antagonist; F = Gli-Sufu antag; G = SENP8 block; H = Apaf1 inhib
COc1cccc(-n2c(SCC(=O)NCC3CCCO3)nc3c(c2=O)SCC3)c1 (centres undefined)
  A = -11	B = 4	C = -23	D = -3	E = -4	F = -5	G = -1	H = 7
COc1ccc2c(CC(=O)N3CCc4ccccc43)coc2c1
  A = 6	B = 25	C = -98	D = -92	E = 2	F = -78	G = 72*	H = 5
O=C(CCc1ccccc1)NNc1ccc(F)cc1
  A = -22	B = 2	C = 13	D = 7	E = -2	F = 9	G = -2	H = -13
Cc1ccccc1NC(=O)CSc1ccc2nnc(-c3ccccn3)n2n1
  A = -1	B = -3	C = -6	D = -10	E = 9	F = 3	G = -2	H = -4
O=[N+]([O-])c1ccc(CN2CCSCC2)cc1
  A = 15	B = -12	C = -23	D = 15	E = 5	F = -5	G = -15	H = 3
COc1ccccc1N(CC(=O)Nc1cc(C)on1)S(=O)(=O)c1ccc(Cl)cc1
  A = 10	B = 3	C = 17	D = 6	E = 22	F = -13	G = 5	H = 5
Cc1c(C(=O)C(=O)N2CC=C(c3ccccc3)CC2)c2ccccc2n1C
  A = 0	B = -8	C = 53*	D = -52	E = 1	F = 4	G = -4	H = 24
Cc1ccc(C)c(SCC(=O)NNC(=O)c2ccccc2)c1
  A = -13	B = 5	C = -4	D = 3	E = 15	F = -6	G = 0	H = 4
CCN(CC)S(=O)(=O)c1ccc(Cl)c(C(=O)N2CCc3ccccc32)c1
  A = 19	B = -4	C = 8	D = -15	E = 20	F = -10	G = -9	H = 30
Cc1cnc(C(=O)OCC(=O)Nc2ccc(Br)cc2F)cn1
  A = 1	B = 4	C = 0	D = 8	E = 5	F = -5	G = -5	H = -8
O=C(Nc1ccc(OCC(F)(F)C(F)F)c(C(F)(F)F)c1)c1ccc(Cl)cc1
  A = 2	B = -2	C = 7	D = 6	E = 5	F = -6	G = -2	H = 11
Cc1ccn2c(=O)nc(SCC(=O)Nc3cccc4ccccc34)nc2c1
  A = 0	B = -8	C = 0	D = 9	E = 8	F = -9	G = 5	H = 6
Cc1ccc(Cn2nnc3c(=O)[nH]c(C(=O)NCc4ccco4)nc32)cc1
  A = 1	B = 2	C = 1	D = 7	E = 4	F = -3	G = 6	H = -2
CC(C)C[C@@H](CNC(=O)OC(C)(C)C)NC(=O)c1nc[nH]c1C(=O)N[C@@H](CC(C)C)C(=O)CNC[C@H](CC(C)C)NC(=O)c1nc[nH]c1C(=O)N[C@@H](Cc1c[nH]c2ccccc12)C(=O)OC(C)(C)C
  A = 3	B = -30	C = 10	D = 7	E = 0	F = 12	G = -6	H = 19
O=C(O)Cn1c(=O)c2c3c(sc2n(Cc2ccc(F)cc2)c1=O)CCCC3
  A = -8	B = -4	C = -6	D = 8	E = 4	F = 24	G = 2	H = 8

Rewritten with two lines to a compound: part of the list above.
Fields: EBI2 block, UBC13 inh, Jurkat NFkB inh, 697 NFkB inh, CCR6 antagonist, Gli-Sufu antag, SENP8 block, Apaf1 inhib
O=C(CCc1ccccc1)NNc1ccc(F)cc1
→ -22, 2, 13, 7, -2, 9, -2, -13
Cc1ccccc1NC(=O)CSc1ccc2nnc(-c3ccccn3)n2n1
→ -1, -3, -6, -10, 9, 3, -2, -4

The listing continues.
Key to letters – A = EBI2 block; B = UBC13 inh; C = Jurkat NFkB inh; D = 697 NFkB inh; E = CCR6 antagonist; F = Gli-Sufu antag; G = SENP8 block; H = Apaf1 inhib
Cc1ccc(C2NC(=S)NC3=C2C(=O)CCC3)cc1 (centres undefined)
  A = 6	B = -3	C = 7	D = -6	E = 2	F = -3	G = 5	H = 10
CSCC(=O)Nc1nc(-c2ccc3c(c2)OCCO3)cs1
  A = -12	B = 5	C = -91	D = -103	E = 10	F = -75	G = -3	H = 1
CCS(=O)(=O)Nc1ccc(C(=O)c2ccccc2)cc1
  A = -1	B = 1	C = 13	D = -10	E = 14	F = -19	G = 1	H = 7
CSCCNC(=O)c1ccc(OC2CCN(S(=O)(=O)N(C)C)CC2)cc1
  A = -7	B = -5	C = 9	D = 11	E = -1	F = -4	G = 0	H = -3
COc1ccc(-n2nnnc2SC(C)C(=O)NC2CCCC2)cc1 (centres undefined)
  A = -21	B = -1	C = 6	D = 18	E = 10	F = 0	G = -8	H = 3
O=C(NC(=S)N1CCOCC1)c1cn(-c2ccccc2)nc1-c1ccccc1
  A = 12	B = 8	C = -1	D = -16	E = 18	F = 2	G = 1	H = 11
N#CC(C#N)=C1C=CC=CN1/C(=C\c1ccccc1)C(=O)c1cccs1
  A = -10	B = 1	C = 1	D = -4	E = 87*	F = -15	G = 5	H = -6
COCC(=O)NNC(=O)c1ccccc1OC
  A = -6	B = -4	C = -5	D = 4	E = 6	F = -1	G = -2	H = 3
COc1cc(C(=O)Nc2ccc3c(c2)OCCO3)ccc1OC(C)C
  A = 11	B = 6	C = -48	D = -20	E = -4	F = -56	G = -17	H = 1
CNc1nc(SC)n(C)c(=O)c1N=O
  A = x	B = -32	C = -13	D = 6	E = x	F = x	G = -8	H = 7
CCC[C@H]1NC(=O)[C@H](C)N(C)C(=O)C(C)(C)C(=O)C(C)NC(=O)[C@H](Cc2ccc(OC)cc2)N(C)C(=O)[C@H](C(C)C)N(C)C(=O)CNC(=O)[C@H](CC(C)C)N(C)C(=O)CNC(=O)[C@H]([C@@H](C)CC)OC(=O)[C@H]1C (some centres undefined)
  A = x	B = -1	C = 82*	D = -28	E = 21	F = 75*	G = 5	H = 30
O=C(OC1CCOC1=O)C1CCN(S(=O)(=O)c2ccc(Cl)c(C(F)(F)F)c2)CC1 (centres undefined)
  A = 6	B = -8	C = 13	D = -19	E = 10	F = -6	G = -7	H = 15
COc1ccc(C2=CSC(/N=C/c3ccc(F)cc3)=NN2)cc1
  A = -5	B = -16	C = -15	D = 5	E = 2	F = -19	G = -2	H = -9
CS(=O)(=O)Nc1ccc(C(=O)Nc2ccccc2Cl)cc1
  A = 0	B = -3	C = -6	D = 17	E = 3	F = -5	G = -2	H = -1
Cc1ccccc1CC1SC(N=C(N)N)=NC1=O (centres undefined)
  A = -4	B = 3	C = -21	D = -32	E = -15	F = -21	G = -3	H = -7
COc1ccccc1CCc1nnc(CCC(=O)NC(C)Cc2cccc(C)n2)o1 (centres undefined)
  A = 0	B = -9	C = -18	D = -14	E = 8	F = 3	G = -6	H = -9
COc1cc2cc(C(c3nnnn3C3CCCC3)N(C)C3CCCCC3)c(=O)[nH]c2cc1OC (centres undefined)
  A = 58*	B = 3	C = 4	D = 12	E = -7	F = 9	G = -3	H = 10
Cc1cc(C)nc(N2CCC(C(=O)Nc3ccc(Oc4ccccc4)cc3)CC2)n1
  A = 5	B = 15	C = 0	D = -7	E = 3	F = 15	G = 2	H = -3
CCOC(=O)N1CCC(N2C(=O)c3ccc(C(=O)NCc4ccc(F)cc4)cc3C2=O)CC1
  A = -1	B = -2	C = 9	D = 6	E = 11	F = -19	G = 5	H = -1
COc1cccc2c1c(NC(=O)Nc1ccc(F)cc1F)nn2C
  A = 4	B = -1	C = 10	D = 5	E = -5	F = -2	G = -4	H = -22
Cc1ccc2oc(C(=O)NCCCN3CCOCC3)c(C)c2c1
  A = -6	B = -2	C = -103	D = -69	E = 1	F = -69	G = -6	H = 3
O=C(Nc1nnc(COc2ccccc2F)s1)Nc1ccccc1F
  A = -6	B = 15	C = 3	D = 21	E = 7	F = 0	G = 1	H = 7
Cc1cc2nnc(SC3CCOC3=O)n2c2ccccc12 (centres undefined)
  A = -10	B = -2	C = 12	D = 9	E = 0	F = 5	G = 3	H = -12
Clc1ccccc1CSC1=NCCCN1
  A = 2	B = 3	C = 8	D = 11	E = 7	F = 7	G = 5	H = -2
CCOc1ccc(S(=O)(=O)N(C)CC(=O)N2CCN(CC)CC2)cc1
  A = 3	B = 2	C = -6	D = 12	E = 6	F = 11	G = -1	H = 1
COC(=O)c1ccc(CSc2nnc3nc(C)cc(C)n23)cc1
  A = -1	B = -2	C = -8	D = -8	E = 14	F = -20	G = 7	H = -5
CCOc1ccc(-c2nc(C#N)c(N3CCCCCC3)o2)cc1
  A = -1	B = 24	C = -12	D = -5	E = 8	F = 4	G = 7	H = 19
CC(C)NC(=O)c1ccc(Sc2ccccc2)c([N+](=O)[O-])c1
  A = -7	B = 1	C = -11	D = 4	E = 10	F = 8	G = 4	H = 8
COc1ccc(Cl)cc1C(=O)Nc1cccnc1Cl
  A = 8	B = -2	C = -22	D = -28	E = 20	F = -30	G = -5	H = -1
CC(C)(C)OC(=O)N1CCC(NC(=O)c2nc[nH]c2C(=O)N2CCN(c3ccccc3)CC2)CC1
  A = 4	B = -4	C = 6	D = 11	E = -4	F = 4	G = 7	H = 13
CCOc1ccc(S(=O)(=O)N2CCN(S(=O)(=O)c3ccc(C)c(C)c3)CC2)cc1
  A = 14	B = -2	C = 13	D = 5	E = 4	F = -19	G = 4	H = -7
COC(=O)c1ccc(NC(=S)N(Cc2cccnc2)Cc2ccco2)cc1
  A = 0	B = -6	C = 3	D = 13	E = 2	F = 0	G = 1	H = 9
CC(=O)c1cccc(CN2CCN(C3CCCC3)C(CCO)C2)c1 (centres undefined)
  A = 4	B = 15	C = 3	D = -8	E = 7	F = 10	G = 2	H = -300
O=C(CSc1nc(C(F)(F)F)cc(=O)[nH]1)NCC1CCCO1 (centres undefined)
  A = 0	B = -4	C = 6	D = -1	E = 10	F = -7	G = -6	H = 2
COc1ccc(OCCCn2c(=O)oc3ccccc32)cc1
  A = -3	B = 8	C = -6	D = -6	E = 6	F = 5	G = -6	H = 5
COC(=O)/C(=C/Nc1cccc2ccccc12)[N+](=O)[O-]
  A = 0	B = -1	C = 10	D = -7	E = 3	F = -6	G = 1	H = -15
CC(C)C(=O)N1CCN(c2ccc(NC(=O)c3cccs3)cc2Cl)CC1
  A = 7	B = 0	C = -14	D = -5	E = -9	F = -7	G = -4	H = 0
CCOC(=O)c1cnc2ccccc2c1NCc1ccco1
  A = 2	B = -4	C = -18	D = -72	E = 9	F = 5	G = -10	H = 1
C[C@H](NC(=O)c1nc[nH]c1C(=O)N[C@@H](C)C(=O)OC(C)(C)C)C(=O)OCc1ccccc1
  A = -7	B = -1	C = 14	D = -4	E = 5	F = -1	G = -1	H = 9
CCOC(=O)c1ccccc1NC(=O)/C=C/c1cc(OC)c(OC)c(OC)c1
  A = 12	B = 27	C = 7	D = -6	E = 20	F = 10	G = 13	H = 8
CCOC(=O)C1=C(CC)Nc2ccccc2N=C1NC(=O)c1ccc(S(=O)(=O)N(C)C)cc1
  A = 2	B = -3	C = 1	D = 17	E = 28	F = 2	G = 9	H = 0
COCc1nc2c([nH]1)c(=O)n(C)c(=O)n2CC(C)C
  A = -1	B = -10	C = 16	D = 32	E = 6	F = -2	G = 9	H = -3
N#Cc1nc(-c2ccccc2F)oc1NCCN1CCOCC1
  A = 0	B = 16	C = -23	D = 6	E = -4	F = -3	G = 11	H = -10
O=C(N/N=C\c1ccc(CN(Cc2ccc(Cl)cc2)S(=O)(=O)c2ccccc2)o1)C(=O)Nc1ccc(F)cc1
  A = -11	B = -13	C = -11	D = -15	E = -1	F = -13	G = 2	H = 8

Some of the compounds tested. The share of hits here may be higher or lower than overall.
